Mito fusion yeast: qHTS Assay for Small Molecule Inhibitors of Mitochondrial Division or Activators of Mitochondrial Fusion; S. cerevisiae fusion-defective mutant growth rescue, CellTiterGlo 48 h; 0.23% of 320,000 active; Potency, µM (titrated, usually from 46.1 µM), without a hit: at the top dose growth rescue (activation), most hits filed as activators;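 further: potency means the concentration at half of the fitted maximal effect; % of control where 0% means no effect; nearly all actives have a fitted effect of over 45% in size; temperature-sensitive fusion mutants such as fzo1-1 at 37 °C on non-fermentable ethanol glycerol medium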
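Luminescent cell viability in 1536-well qHTS format served as the measure of rescued growth in ts fusion-mutant S. cerevisiae cultured on non-fermentable YPEG for 48 hours at 37C.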
Eya2 phos inh: qHTS Assay for Inhibitors of the Phosphatase Activity of Eya2; 0.006% of 330,000 active; recombinant Eya2, OMFP fluorescence dephosphorylation (OMFP is methylfluorescein phosphate); Potency, µM (doses to about 76.9 µM), without a hit: at the top dose activity, negative = inhibition, most hits filed as inhibitors; AID 488837, 2010; Protein phosphatase EYA2 (Homo sapiens), O00167; further: potency means the concentration at half of the fitted maximal effect; on the % scale 0 is the no-effect control and ±100 the full control effect
Target sequence (O00167 whole entry, looked up): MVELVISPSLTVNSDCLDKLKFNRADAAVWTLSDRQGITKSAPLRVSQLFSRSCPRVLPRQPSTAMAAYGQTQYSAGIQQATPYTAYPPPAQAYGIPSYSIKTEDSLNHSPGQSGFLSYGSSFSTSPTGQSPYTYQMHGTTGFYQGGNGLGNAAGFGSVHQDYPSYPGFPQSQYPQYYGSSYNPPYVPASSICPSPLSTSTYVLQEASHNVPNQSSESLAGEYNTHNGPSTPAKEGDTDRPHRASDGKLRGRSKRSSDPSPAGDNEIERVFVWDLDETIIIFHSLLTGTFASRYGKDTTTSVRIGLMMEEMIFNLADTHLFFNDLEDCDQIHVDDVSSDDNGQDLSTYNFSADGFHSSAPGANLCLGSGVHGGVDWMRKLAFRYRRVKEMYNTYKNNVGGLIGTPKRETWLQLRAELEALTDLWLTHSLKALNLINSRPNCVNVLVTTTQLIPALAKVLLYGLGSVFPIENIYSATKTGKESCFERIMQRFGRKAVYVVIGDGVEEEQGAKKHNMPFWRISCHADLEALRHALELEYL
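Eya2 (0.2 uM) preincubated 10 min at ambient with compound, then OMFP substrate added at 50 uM; 10 min reaction in 50 mM HEPES pH 7.5, 50 mM NaCl, 5 uM MgCl2, 0.05% BSA, 1 mM DTT. Fluorescence read at Ex 485/Em 525 nm.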
GALK inh: qHTS Assay for Inhibitors of Human Galactokinase (GALK); P51570; Purified GALK, Kinase-Glo residual ATP luminescence; Potency, µM (top dose mostly 57.5 µM), inactives show at the top dose activity change, negative = inhibition, most hits filed as inhibitors; 0.007% of 270,000 active; further: potency means the concentration at half of the fitted maximal effect; on the % scale 0 is the no-effect control and ±100 the full control effect
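Human GALK (5 nM) with 35 uM ATP and 100 uM galactose in 20 mM HEPES pH 8.0, 5 mM MgCl2, 60 mM NaCl, 1 mM DTT, 0.01% BSA. After 1 h at room temperature, leftover ATP was read by Kinase-Glo Plus luminescence.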
USP2a inh: qHTS Assay for Inhibitors of Ubiquitin-specific Protease USP2a Using CHOP2 as the Reporter; Ubiquitin carboxyl-terminal hydrolase 2 (Homo sapiens), O75604; USP2 core, Ub-CHOP2 coupled fluorogenic reporter, 485/531; Potency, µM (highest dose often 38.3 µM), for the others: top-dose activity change, negative = inhibition, usual class: inhibitors; 0.01% of 330,000 active; AID 463254, 2010;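 further: potency means the concentration at half of the fitted maximal effect; plate controls were DMSO wells for no effect and full inhibition by NEM control for full effect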
Target sequence (O75604 whole entry, looked up): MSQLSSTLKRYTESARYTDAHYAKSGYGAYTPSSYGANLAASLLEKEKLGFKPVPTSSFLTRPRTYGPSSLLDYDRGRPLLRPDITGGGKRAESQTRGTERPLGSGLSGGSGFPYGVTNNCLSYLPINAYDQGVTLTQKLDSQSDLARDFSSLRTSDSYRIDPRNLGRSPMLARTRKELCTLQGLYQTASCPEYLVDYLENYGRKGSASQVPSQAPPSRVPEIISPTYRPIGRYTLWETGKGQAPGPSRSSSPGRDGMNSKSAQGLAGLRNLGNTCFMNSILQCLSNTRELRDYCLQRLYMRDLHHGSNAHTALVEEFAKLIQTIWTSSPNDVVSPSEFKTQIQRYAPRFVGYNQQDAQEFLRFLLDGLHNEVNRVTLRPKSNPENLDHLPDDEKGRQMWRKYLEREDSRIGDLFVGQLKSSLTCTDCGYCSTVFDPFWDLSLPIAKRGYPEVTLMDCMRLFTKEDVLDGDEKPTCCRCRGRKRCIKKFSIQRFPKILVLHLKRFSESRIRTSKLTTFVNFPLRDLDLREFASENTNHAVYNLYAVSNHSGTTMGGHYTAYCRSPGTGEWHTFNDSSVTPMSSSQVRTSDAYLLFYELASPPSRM
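Cell-free coupled assay: 10nM USP2 core preincubated 30min RT with compound in Tris-HCl pH 8.0/CaCl2/CHAPS buffer, then 25nM Ub-CHOP2 and 25nM reporter substrate; fluorescence (Ex 485/Em 531) read after 60min RT, normalized to NEM inhibition, concentration-response curves fitted.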
S-ASM inh: Inhibitors of Secretory Acid Sphingomyelinase (S-ASM): qHTS | placental ASM, HMU-PC fluorogenic substrate, 60 min | Potency, µM (highest dose often 57.5 µM), for inactives: top-dose activity change, negative = inhibition, most hits filed as inhibitors | 0.006% of 340,000 active | AID 504937, 2011; further: potency means the concentration at half of the fitted maximal effect
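Human placenta-derived ASM preincubated with compound 10 min at room temperature, then reacted with 9 uM (final) fluorogenic HMU-PC substrate for 60 min at 37 C. Stop solution raises pH to 10; fluorescence read at Ex 386/Em 447 nm.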
MBNL1 CUG block: qHTS Assay for Inhibitors of MBNL1-poly(CUG) RNA binding; TR-FRET MBNL1-His/biotin-(CUG)12 binding, 665/545 ratio; 0.036% of 280,000 active; Potency, µM (doses to about 57.5 µM), inactives show top-dose activity change, negative = inhibition, actives largely listed as inhibitors; active means well fitted inhibition curve with a large enough effect in the signal ratio, with a control signal flat, not every such curve was filed as active; inconclusive means small, poorly fitted or top-dose-only effect, or effect the other way, or a change in a side signal; inactive means no such curve, though single readings can be large or run the other way; the % refers to the signal ratio; further: potency means the concentration at half of the fitted maximal effect; on the % scale 0 is the no-effect control and ±100 the full control effect
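Compound titration spanned 92 nM–58 uM against the MBNL1-His/biotin-(CUG)12 complex. After 60 min at room temperature with 5 nM streptavidin-XL665 and 0.055 ng/ul terbium anti-His, ratiometric 665/545 nm emission (Ex 340 nm) normalized to controls.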
PKM2 act: qHTS Assay for Activators of Human Muscle isoform 2 Pyruvate Kinase | Pyruvate kinase PKM (Homo sapiens), P14618 | purified PKM2, Kinase-Glo ATP luminescence, activation; response scale: 0% is enzyme alone, no compound | Potency, µM (series often up to 57.5 µM), without a hit: top-dose activation, actives largely listed as activators | 0.34% of 260,000 active | AID 1631, 2009; further: potency means the concentration at half of the fitted maximal effect; on the % scale 0 is the no-effect control and ±100 the full control effect; nearly all actives have a fitted effect of over 55% in size
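Purified hPK-M2 (>95%) run at intermediate activity with 0.1 mM ADP and 0.5 mM PEP in 50 mM imidazole pH 7.2, KCl, MgCl2; 1 h room temperature. ATP formed read by Kinase-Glo luminescence; normalized to uninhibited and no-enzyme controls.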
Chronic BCR inh: qHTS Assay to Find Inhibitors of Chronic Active B-Cell Receptor Signaling | AID 493014, 2011 | ABC-DLBCL IkBa-CBG/CBR reporter, luminescence ratio, 4 h | 0.05% of 340,000 active | Potency, µM (titrated, usually from 46.1 µM), inactives show at the highest dose ratio change, negative = lower green/red ratio, most hits filed as inhibitors; active means well fitted inhibition curve with a large enough effect in the signal ratio, with a control signal flat, not every such curve was filed as active; inconclusive means small, poorly fitted or top-dose-only effect, or effect the other way, or a change in a side signal; the % refers to the signal ratio;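 further: potency means the concentration at half of the fitted maximal effect; plate controls were basal doxycycline-induced cells for no effect and cells given 10 µM MG132 for full effect; MG132 reads +100%, hits lower the ratio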
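Concentration-response series (up to 46 uM) were applied to TMD8 dual-reporter cells for 4 h at 37C with doxycycline. Green/red ratio, after filter-overlap correction, defined %Activity; red signal alone was normalised to basal cells and zero luminescence.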
TSHR antag: Antagonists of the Thyroid Stimulating Hormone Receptor: HTS campaign; 0.2% of 330,000 active; activity change, negative = inhibition, % at 11.5 µM; TSHR-expressing cells, TSH-stimulated cAMP HTRF, 2 h; hits give low values; AID 504810, 2011;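 active means activity change below a set negative limit, meaning inhibition stronger than a set level, cut at about -70% in these data; inconclusive means activity change between two set negative limits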; further: on the % scale 0 is the no-effect control and ±100 the full control effect
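Freshly harvested TSHR cells receive pin-tooled compound, then EC80 TSH at 4nM final. After 2 hours at 37 deg C, antibody in lysis buffer and cAMP-d2 are added; 30 minutes at ambient temperature precede the HTRF read.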
hERG WT inh: qHTS for Inhibitors of KCHN2 3.1: Wildtype qHTS. U2OS, BacMam KCNH2, thallium flux FluxOr; hits give low values. activity change, % at 1.84 µM. 0.37% of 340,000 active. AID 720551, 2013;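 active means maximum activity change below -70%; inconclusive means maximum activity change between -70% and -50%; inactive means maximum activity change above -50%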; further: on the % scale 0 is the no-effect control and ±100 the full control effect
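U2OS cells were transduced with wild-type KCNH2 virus (2.03 x 10^8 / mL) for 4 h at room temperature, then cultured overnight at 37 C. Thallium flux was read with FluxOr dye. Rate constants were normalized to DMSO controls.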
Menin-MLL TR inh: qHTS Assay for Inhibitors Targeting the Menin-MLL Interaction in MLL Related Leukemias: Competition With Texas Red Labeled MLL-derived Mutant Peptide. O00255. Menin + Texas Red MLL mutant peptide, fluorescence polarization. Potency, µM (series often up to 61.6 µM), inactives show top-dose FP activity change, negative = inhibition, hits mostly inhibitors. 0.23% of 270,000 active. AID 1768, 2009; active means well fitted inhibition curve with a large enough effect in the polarisation, with a control signal flat, not every such curve was filed as active; inconclusive means small, poorly fitted or top-dose-only effect, or effect the other way, or a change in a side signal; inactive means no such curve, though single readings can be large or run the other way; the % refers to the polarisation; further: potency means the concentration at half of the fitted maximal effect; % of control where 0% means no effect; many of its hits are not listed in these tables
* = called active by the depositor; ? = inconclusive; . = no result given; [ ] = another dose, or the depositor's remark. Unless noted, the call rests on the fitted dose curve; in most records, active means well fitted curve in the direction sought with a large enough effect; inconclusive means small, poorly fitted or top-dose-only effect, or another doubt; inactive means no such curve, though single readings can be large; an effect the other way counts as inactive or inconclusive. These rows are one share of the data (hit frequency here may not be typical).

SMILES	Mito fusion yeast	Eya2 phos inh	GALK inh	USP2a inh	S-ASM inh	MBNL1 CUG block	PKM2 act	Chronic BCR inh	TSHR antag	hERG WT inh	Menin-MLL TR inh
O=C(CC1Sc2ccccc2NC1=O)NCc1ccccc1 (stereo unspecified)	2%	?	4%	-2%	0%	.	-1%	7%	-3	-2	.
Clc1ccc(SCCCCn2cncn2)cc1	1%	3%	0%	2%	5%	-2%	7%	10%	-1	15	?
Cc1cc(NC(=O)C2CC2)ccc1NC(=O)c1cccs1	2%	-18%	-3%	-1%	5%	3%	.	?	-7	13	10%
O=C1CCC(/C=C/c2ccccc2)=NN1Cc1ccccc1	3%	-8%	11%	-8%	-1%	.	-6%	-1%	8	-22	-11%
O=C(CSc1nnc(-c2ccccc2F)n1C1CC1)Nc1ccc2[nH]c(=O)[nH]c2c1	-6%	5%	-1%	0%	-2%	-8%	0%	1%	-2	-15	-11%
CC(C)NC(=O)COc1coc(CN2CCN(c3cccc(Cl)c3)CC2)cc1=O	5%	2%	0%	1%	1%	-3%	.	0%	-1	-10	.
COC(=O)Cn1ccc(-c2ccc(Cl)cc2)c(C#N)c1=O	3%	13%	1%	0%	-1%	?	0%	3%	-17	-1	15%
N=c1c(C(=O)NCCc2ccccc2)cc2c(=O)n3ccccc3nc2n1CC1CCCO1 (stereo unspecified)	-4%	-20%	-1%	-1%	.	?	1%	?	5	-9	-16%
CN(C)c1ccc(NC(=O)CSCc2nc3c(nnn3Cc3ccc(F)cc3)c(=O)[nH]2)cc1	-13%	-18%	-3%	?	-6%	-3%	22%	13%	3	5	?
COc1ccc(N(C)S(=O)(=O)c2cccc(C(=O)NC3CCCC3)c2)cc1	-19%	-6%	1%	0%	4%	-12%	1%	-2%	-16	0	-3%
Cc1cc(C)c(C(=O)OCCNC(=O)c2cccnc2)cc1C	-5%	-13%	-1%	-1%	1%	2%	4%	-12%	-22	2	0%
CCCCN1C[C@H](Cc2ccccc2)[C@@H](CC(=O)Nc2ccccc2)C1=O	2%	-2%	.	-3%	-8%	4%	14%	2%	5	-13	-30%
COc1ccc(CNCc2cc(C)c(OC)cc2C)c(OC)c1	0%	-14%	4%	-1%	2%	-1%	1%	?	-129*	17	-22%
Cc1ccc(S(=O)(=O)CC(=O)Nc2ccc(S(=O)(=O)Nc3onc(C)c3C)cc2)cc1	-3%	-20%	-2%	0%	-3%	9%	-4%	0%	20	5	0%
CC(C)[C@H]1CN(C)CCN1Cc1cn(C)nc1-c1cccc(Cl)c1	-15%	6%	6%	4%	-1%	?	0%	?	18	9	-22%
CC(C)/C=C1\CCCCC1N(C)C(=O)NC(C)C (stereo unspecified)	1%	-10%	0%	3%	5%	3%	-1%	6%	-6	-8	10%
O=S(=O)([N-]c1nc2ccccc2nc1-[n+]1ccc(-c2ccncc2)cc1)c1ccccc1	3%	-2%	-2%	21%	-11%	14%	1%	2%	0	-1	4%
O=c1c(Cl)c(NCc2ccc(F)cc2)cnn1C12CC3CC(CC(C3)C1)C2	-4%	10%	0%	1%	-2%	.	0%	?	0	23	-24%
CN(C)CCN=Cc1c(O)n(-c2ccc(S(=O)(=O)N3CCOCC3)cc2)c(=O)c2ccccc12	-5%	3%	.	-1%	46%[activator]	.	.	5%	-5	-2	.
Cc1ccc(NC(=O)COC(=O)C2CCN(c3ccc(C(F)(F)F)cn3)CC2)cc1C	3%	-32%	.	-4%	-15%	.	.	13%	9	3	.
COC(=O)C1CSc2[nH]c(=O)sc2C1c1ccc(OC)c(OC)c1 (stereo unspecified)	2%	-3%	-4%	-1%	2%	-1%	5%	?	0	10	7%
NC(=O)C1CCN(C(c2ccccc2)c2nnnn2C2CCCC2)CC1 (stereo unspecified)	-3%	-8%	0%	2%	4%	?	-12%	4%	14	-15	-14%
CCCNC(=O)CCc1c(C)nc2nc(-c3cc(OC)cc(OC)c3)nn2c1C	2%	2%	-1%	1%	-3%	8%	-15%	-6%	-3	8	-3%
Cc1ccc(C23CC4CC(CC(C(=O)N5CCN(C)CC5)(C4)C2)C3)cc1	0%	-13%	6%	-5%	0%	-1%	0%	2%	-4	5	.
CC(=O)C1C(c2cccc(F)c2)NC(=O)NC1(O)C(F)(F)F (stereo unspecified)	-2%	-13%	6%	0%	1%	-7%	-4%	-7%	13	-10	16%
CCN(CC)S(=O)(=O)c1ccc(OC)c(NC(=O)c2ccc(=O)[nH]c2)c1	-2%	-7%	4%	0%	3%	-5%	-10%	3%	13	4	.
COCCn1c(-c2ccc(SC)cc2)nc2c1c(=O)[nH]c(=O)n2CC(C)C	-3%	-1%	1%	0%	0%	1%	-3%	?	-30	1	?
Cc1cccc(Oc2ncnc3onc(C)c23)c1C	0%	8%	-2%	-1%	4%	-1%	1%	-1%	-7	0	-22%
CNc1nc(SCc2ccccc2Cl)nc2c1CCCC2	-11%	6%	-3%	2%	0%	-3%	8%	?	-5	-5	21%
COC(=O)c1ccc(/C=C/C(=O)OCC(=O)NCc2cccs2)cc1	.	-20%	.	-1%	5%	.	.	-1%	3	-4	.
CC1CC1C(=O)Nc1nc(-c2ccccc2)cs1 (stereo unspecified)	8%	-4%	1%	2%	-2%	-11%	-15%	?	0	2	0%
COc1ccc(S(=O)(=O)N2CCCC2C(=O)Nc2nc3c(s2)CCCC3)cc1 (stereo unspecified)	12%	4%	-3%	4%	-4%	1%	10%	-2%	2	-19	-2%
Cc1ccc(-c2nnn3c2nc(NC(C)C)c2ccccc23)cc1	6%	0%	-2%	0%	394%[activator]	-9%	.	-1%	2	-2	50%[activator]
CC(=O)Nc1ccc(C(=O)COC(=O)c2cccs2)c(F)c1	4%	16%	.	2%	-21%	.	.	?	.	-6	.
CCN(CC(=O)NCc1ccc(Cl)cc1)C(=O)CSCC(=O)Nc1ccc(C)cc1	-1%	5%	.	0%	0%	.	.	0%	20	1	.
O=C(NCC(c1ccco1)N1CCCCC1)c1cccnc1 (stereo unspecified)	-3%	2%	.	-1%	5%	.	.	0%	-17	31	.
CCN(N)C(=S)Nc1ccc(F)cc1	-8%	7%	0%	2%	-1%	-3%	3%	-5%	2	21	-18%
CCOCC(=O)Nc1c(C(=O)Nc2ccc3c(c2)OCCO3)oc2ccccc12	6%	-10%	5%	-14%	-3%	0%	-3%	17%	10	-9	?
CN(C)CCCN(C(=O)COc1ccccc1)c1nc2cc3c(cc2s1)OCCO3	-3%	-2%	2%	0%	-3%	-1%	.	?	8	6	.
Cc1ccc(-c2ccc(SCC(=O)N3CCc4ccccc43)nn2)cc1	2%	-4%	0%	5%	.	3%	1%	0%	-14	.	-7%
Cc1nc2c(O)cccc2cc1CO	-5%	13%	-3%	1%	-1%	9%	2%	2%	12	-4	?
Cc1ccc(CN2CCN(CC(=O)N/N=C/c3ccccc3F)CC2)cc1	-2%	-1%	-1%	-2%	4%	-1%	0%	?	-3	45	.
Cc1cc(=O)c(C(=O)Nc2ccc(N3CCOCC3)cc2N2CCOCC2)nn1-c1ccccc1Cl	.	-1%	.	0%	-2%	.	.	-4%	3	-19	.

Screening data: PubChem BioAssay, National Center for Advancing Translational Sciences (NCATS)
